# Screens as filed in PubChem.
# HT1080-NT tox: qHTS for induction of synthetic lethality in tumor cells producing 2HG: qHTS for the HT-1080-NT fibrosarcoma cell line | HT-1080-NT fibrosarcoma viability, CellTiter-Glo ATP luminescence, 48 h | 360,000 compounds, 1.6% hits | Potency, µM (doses to about 46.1 µM), without a hit: at the top dose activity, negative = less viability, actives largely listed as cytotoxic;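 further: NT is the 2HG producing partner of a matched IDH1 knockdown line; potency means the concentration at half of the fitted maximal effect; 0% = DMSO-treated cells and -100% = media-only wells without cells; nearly all actives have a fitted effect of over 55% in size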
#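 Viability of the 2HG-overproducing fibrosarcoma line after 48 hours of compound exposure at 37 degrees C was determined by luminescence with CellTiter-Glo, and concentration-effect curves were then fitted and categorized.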
# ATXN viability: Viability Counterscreen for Primary qHTS for Inhibitors of ATXN expression. S2 cells (HEK-293 line with an ATXN2-luciferase reporter) viability, CellTiter-Fluor protease fluorescence, 24 h. 400,000 compounds, 0.49% hits. AID 651635, 2014. Potency, µM (series often up to 56.7 µM), usual class: cytotoxic; further: potency means the concentration at half of the fitted maximal effect; nearly all actives have a fitted effect of over 40% in size
# HepG2 viability: qHTS for Inhibitors of TGF-b: Cytotox Counterscreen; HepG2 CAGA-GFP viability, ATP luminescence, 18 h; Potency, µM (doses to about 46.1 µM), without a hit: at the top dose activity change, negative = cytotoxicity, actives largely listed as cytotoxic; 410,000 compounds, 0.76% hits; AID 588856, 2011; further: potency means the concentration at half of the fitted maximal effect; some results filed as inactive show a strong effect at the top dose
#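 HepG2 CAGA-GFP cells (1000/well, DMEM with 1% FBS) received compound, then TGF-beta at 500 pg/mL final, and were incubated 18 hours at 37 degrees C. Viability was read by CellTiter-Glo luminescence. Media-only wells were set as complete cell-killing and DMSO as no toxicity.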
# SW480 rerep: A quantitative high throughput screen for small molecules that induce DNA re-replication in SW480 colon adenocarcinoma cells | SW480 DNA re-replication, Hoechst DNA content imaging, 48 h | Potency, µM (doses to about 46.1 µM), without a hit: top-dose re-replication activation, usual class: activators | 340,000 compounds, 1.8% hits | AID 624297, 2012; further: potency means the concentration at half of the fitted maximal effect; % of control where 0% means no effect; nearly all actives have a fitted effect of over 55% in size
#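 Quantitative HTS format with DMSO vehicle controls; 48 hr drug incubation at 37 C, then 40 min Hoechst staining and scanning imager measurement at 405 nm excitation.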
# MCF10A rereplic: A quantitative high throughput screen for small molecules that induce DNA re-replication in MCF 10a normal breast cells. 350,000 compounds, 2.9% hits. Potency, µM (doses to about 46.1 µM), inactives show at the top dose activity, positive = re-replication, hits mostly activators. MCF 10A DNA re-replication, Hoechst nuclear intensity, 48 h; further: potency means the concentration at half of the fitted maximal effect; % of control where 0% means no effect; nearly all actives have a fitted effect of over 50% in size
# ATXN2 expr inh: Primary qHTS for Inhibitors of ATXN expression; HEK-293 ATXN2-luciferase reporter, luminescence, 24 h; Potency, µM (doses to about 57 µM), without a hit: at the top dose activity change, negative = inhibition, usual class: inhibitors; 360,000 compounds, 0.72% hits; AID 1745845, 2022; further: potency means the concentration at half of the fitted maximal effect; on the % scale 0 is the no-effect control and ±100 the full control effect; nearly all actives have a fitted effect of over 55% in size
#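 ATXN2-luciferase reporter cells (luciferase flanked by upstream and downstream ATXN2 gene portions) were treated 24 h at 37 °C with compounds at up to 57 uM. SteadyGlo luminescence gave expression; GF-AFC fluorescence gave viability.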
# IL1B secr inh: qHTS for Inhibitors of Inflammasome Signaling: IL-1-beta AlphaLISA Primary Screen; THP-1 LPS/ATP IL-1B secretion, AlphaLISA, 16 h; stronger effect = lower value; activity change, % at 57.5 µM; 360,000 compounds, 4.7% hits; in the data active means activity change below about -50%; inconclusive means mostly about -30% to -49%; further: on the % scale 0 is the no-effect control and ±100 the full control effect
#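 Secreted IL-1B measured by AlphaLISA bead assay after 16 h compound exposure of THP-1 cells; compounds (final up to 57.5 uM) added 1 h before LPS (250 ng/mL) and ATP (1.25 mM) stimulation; lower signal means less secretion.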
# HT1080 IDH1KD tx: qHTS for induction of synthetic lethality in tumor cells producing 2HG: qHTS for the HT-1080-IDH1KD cell line | HT-1080 IDH1 knockdown viability, ATP luminescence, 48 h | Potency, µM (titrated, usually from 46.1 µM), for inactives: top-dose activity, negative = toxicity, actives largely listed as cytotoxic | 360,000 compounds, 2% hits;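 further: potency means the concentration at half of the fitted maximal effect; 0% = DMSO wells and -100% = cell-free medium wells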
#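 HT-1080-IDH1KD cells (IDH1 knocked down), 750/well in RPMI with 5% FBS, treated with compound 48 h at 37 degrees C. Viability by CellTiter-Glo luminescence, normalised to DMSO and no-cell wells; concentration-response curves classed.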
# KB-3-1 cytotox: qHTS assay for MDR1-selective chemotherapeutics: Primary screen using the parental adenocarcinoma cell KB-3-1 | KB-3-1 viability, CellTiter-Glo ATP luminescence, 72 h | Potency, µM (titrated, usually from 46.1 µM), inactives show top-dose activity change, negative = cytotoxic, actives largely listed as cytotoxic | 400,000 compounds, 1.4% hits; further: potency means the concentration at half of the fitted maximal effect; on the % scale 0 is the no-effect control and ±100 the full control effect; nearly all actives have a fitted effect of over 60% in size
#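 Cells are dispensed, compounds pinned in, plates held at 37 °C for 72 h, then CellTiter-Glo is added and luminescence read after 10 minutes. Cell line: parental KB-3-1 in phenol-red-free DMEM, 10% FBS.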
# The depositor's hits bear a star; i = inactive; ? = inconclusive; · = not tested or not shown; & = joins results of further samples; [ ] = dose if it differs, or a comment. Unless noted, the call rests on the fitted dose curve; in most records, active means well fitted curve in the direction sought with a large enough effect; inconclusive means small, poorly fitted or top-dose-only effect, or another doubt; inactive means no such curve, though single readings can be large; an effect the other way counts as inactive or inconclusive.
SMILES,HT1080-NT tox,ATXN viability,HepG2 viability,SW480 rerep,MCF10A rereplic,ATXN2 expr inh,IL1B secr inh,HT1080 IDH1KD tx,KB-3-1 cytotox
CCCN(C(=O)c1ccc(N2CCCC2=O)cc1)C1CCS(=O)(=O)C1 (stereo unspecified),-1.9%,i,-6.0%,-4.2%,-6.9%,-22.0%,40.0,-6.9%,-1.0%
CCn1c(=O)cc(SCC(=O)NCCc2ccc(OC)cc2OC)c2ccccc21,·,i,-9.7%,·,·,-10.9%,·,·,-6.3%
COc1cc(CN2CCCC(CO)(Cc3ccccc3)C2)ccc1O (stereo unspecified),-2.0%,i,1.0%,-2.5%,?,-3.3%,-8.1,-14.2%,2.2%
CSc1nc2[nH]c(=O)n(O)c(=O)c2n1Cc1ccccc1,?,i,-13.2%,2.31µM*,?,25.4%,-9.4,?,?
CSc1nc(SC(C)C(=O)O)c2c3c(sc2n1)COC(C)(C)C3 (stereo unspecified),-6.5%,i,-3.3%,-1.3%,6.2%,2.2%,-0.1,-9.3%,-8.0%
N=C(CC1CC(=O)NC(=O)C1)C1=C(O)CCCC1=O,-5.8%,i,-4.9%,5.2%,3.0%,-14.4%,-9.9,19.4%,-2.0%
COc1ccc(/C=C/C(=O)NC(=S)Nc2ccc(S(=O)(=O)N=C(N)N)cc2)cc1OC,6.2%,i,-5.5%,-8.3%,-1.5%,-7.5%,-2.4,-3.7%,14.4%
O=C(Nc1ccc(Oc2ncnc3cc(Cl)ccc23)nc1)Nc1cccc(C(F)(F)F)c1,23.0%,i,-4.9%,-5.2%,?,2.1%,-1.3,23.0%,-0.5%
COCCCNC(=O)C[C@H]1C[C@H](C(=O)N2CCOCC2)[C@@]2(CCC3CCCC3)c3[nH]c4cc(CCC(=O)N(C)C)ccc4c3CCN2C1=O,-6.7%,i,4.9%,-2.6%,-6.4%,0.8%,18.0,2.2%,1.0%
CCN1C(=O)[C@H]2[C@@H](c3ccc(-c4ccc(OC)cc4)cc3)N3CCC[C@@]3(C(=O)OC)[C@H]2C1=O,8.7%,i,-12.0%,13.7%,0.9%,5.8%,14.2,-0.6%,3.4%
CCOC(=O)C1CCCN(C(=O)c2cc3c(Cl)nc4ccccc4c3s2)C1 (stereo unspecified),·,?,-39.1%,·,·,14.1µM*,·,·,9.4%
COC(=O)c1ccccc1NC(=O)N1CCN(C(=O)c2ccco2)CC1,-0.1%,i,1.1%,-7.5%,2.7%,5.7%,-3.6,8.8%,?
Cc1ccc(-n2c(=O)[nH]cc(C(=O)N3CCc4ccccc43)c2=O)cc1,11.2%,i,3.6%,-4.6%,8.1%,-1.7%,5.7,5.3%,-2.1%
CCN(C(=O)COC(=O)/C=C/c1cnc2ccccc2n1)C1CCS(=O)(=O)C1 (stereo unspecified),-7.8%,i,-0.5%,-0.2%,57.5%,-14.3%,-1.0,-3.9%,4.0%
O=C1Cc2ccccc2C(c2ccc(Cl)cc2Cl)N1 (stereo unspecified),-7.6%,i,5.0%,-2.5%,-1.0%,7.4%,52.2,-4.7%,20.7%
COc1cc2cc(C(c3nnnn3C3CCCC3)N3CCCCC3)c(=O)[nH]c2cc1OC (stereo unspecified),2.8%,i,1.2%,-1.6%,2.6%,2.2%,-10.6,2.4%,-1.0%
Cc1ccc(OCC(=O)Nc2ccccc2-c2ccccc2NC(=O)COc2ccc(C)cc2)cc1,-8.8%,i,-9.6%,5.8%,0.2%,-1.9%,9.2,0.0%,-8.1%
O=C(O)c1ccc2c(c1)C(=O)N(NC(=O)c1ccc(O)cc1)C2=O,2.0%,i,-0.4%,0.0%,-3.7%,3.8%,4.1,18.1%,23.1%
CCOC(=O)CNC(=O)CSc1ncnc2c1cnn2-c1ccc(C)cc1,-10.3%,i,-9.6%,2.7%,-2.0%,-26.0%,?,-19.3%,-4.3%
CC1CN(C(=O)N2c3ccccc3Sc3ccccc32)CC(C)O1 (stereo unspecified),-19.4%,i,-0.2%,7.8%,?,35.6%,-1.1,-27.4%,0.0%
CC(C)Oc1cccc(-c2cc(C(=O)NC(=S)N(C)c3ccccc3C(=O)O)c3ccccc3n2)c1,-14.0%,i,-2.2%,-3.1%,?,11.3%,17.5,-17.3%,1.2%
Cc1ccc2cccc(S(=O)(=O)N3CCN(c4cccc(Cl)c4)CC3)c2n1,-27.0%,i,-14.7%,3.9%,-2.4%,-3.4%,1.4,?,28.8%
Cc1ccc(-c2nc(C(=O)NCCCN(C)C)cc3c2[nH]c2ccccc23)cc1,?,?,-69.1%,10.6%,?,·,-17.1,?,1.4%
O=C(Nc1ccc(Br)cc1)C1CCN(c2cnccn2)CC1,-21.4%,i,-5.8%&-6.4%,14.7%,6.8%,-14.0%&-28.1%,-4.2,?,-9.7%&-19.7%
CC[C@]1(C(=O)OC)[C@H]2C(=O)N(Cc3ccccc3)C(=O)[C@H]2[C@H]2CN=C(SCC3CC3)N21,11.1%,i,-7.2%,10.1%,17.6%,-3.4%,48.0,11.0%,-2.3%

# Record cards (already shown). Order of values: HT1080-NT tox | ATXN viability | HepG2 viability | SW480 rerep | MCF10A rereplic | ATXN2 expr inh | IL1B secr inh | HT1080 IDH1KD tx | KB-3-1 cytotox
# O=C(O)c1ccc2c(c1)C(=O)N(NC(=O)c1ccc(O)cc1)C2=O is entered as 2.0% | i | -0.4% | 0.0% | -3.7% | 3.8% | 4.1 | 18.1% | 23.1%
# CC[C@]1(C(=O)OC)[C@H]2C(=O)N(Cc3ccccc3)C(=O)[C@H]2[C@H]2CN=C(SCC3CC3)N21 is entered as 11.1% | i | -7.2% | 10.1% | 17.6% | -3.4% | 48.0 | 11.0% | -2.3%

# Further compounds:
SMILES,HT1080-NT tox,ATXN viability,HepG2 viability,SW480 rerep,MCF10A rereplic,ATXN2 expr inh,IL1B secr inh,HT1080 IDH1KD tx,KB-3-1 cytotox
CC1=C(C(=O)N2CCCCCC2)CC(CC(=O)NC2CCCC2)C(=O)N1Cc1ccc(C(C)(C)C)cc1 (stereo unspecified),-5.4%,?,·,·,·,?,-72.9*,?,2.5%
CCN(C(=O)c1sc2cc(OC)ccc2c1Cl)c1ccccc1,·,?,-41.8%,·,·,?,·,·,20.6µM*
O=C(c1cc(-c2ccc(F)cc2)on1)N1CCOCC1,2.7%,i,3.0%,-3.5%,8.7%,16.4%,-11.9,-7.8%,-1.7%
CC(C)C[C@H](NC(=O)/C=C/[C@H]1O[C@@H](n2ccc(=O)[nH]c2=O)[C@H](O)[C@@H]1O)C(=O)O,20.7%,i,-12.3%,·,·,4.7%,-1.6,?,0.0%
CCOc1ccc(Nc2oc(-c3ccccc3Cl)nc2C#N)cc1,-26.2%,i,-10.2%,?,27.8%,-3.9%,-0.4,-28.5%,-4.1%
Cc1cccc(-c2ncc(S(=O)(=O)C(C)(C)C)c(N)n2)c1,-7.7%,i,-9.1%,-12.4%,-3.3%,14.7%,0.7,10.0%,1.1%
O=C(Nc1ccccc1)OCc1cnc(Cl)s1,1.6%,i,-1.6%,1.7%,-0.1%,12.4%,-7.8,10.8%,-0.8%
CCOC(=O)C1(Cc2ccc(Cl)cc2)CCN(Cc2nccn2CC)CC1,-4.8%,i,-25.8%,21.6%,16.6%,-26.3%,-11.7,-20.4%,-5.5%
CNC(=O)COC(=O)c1ccc2c(c1)S(=O)(=O)c1ccccc1C2=O,9.0%,i,-1.2%,-7.6%,9.6%,-9.4%,0.9,19.6%,4.9%
CCc1ccc(C(=O)/C=C/Nc2ccc(S(=O)(=O)Nc3onc(C)c3C)cc2)cc1,-8.0%,i,-37.6%,13.0%,25.9µM*,22.6%,-18.6,-13.8%,1.6%
CN(C(=O)CSc1nnnn1-c1ccccc1)C1CCCCC1,15.6%,i,-19.2%,-4.0%[9.22 µM],20.9%,19.7%,-16.4,1.2%,-3.9%
COCc1ccc(-c2c(-c3cc(OC)cc(OC)c3)oc(=O)c3cc(OC)c(OC)cc23)cc1,4.5%,i,6.4%,-9.9%[9.22 µM],2.2%,26.4%,0.0,2.4%,-14.3%
CCOC(=O)c1c(NC(=O)c2ccc(N3C(=O)[C@@H]4[C@H](C3=O)[C@H]3C=C[C@@H]4C3)cc2)sc2c1CC(C)CC2 (stereo partly specified),9.9%,i,-7.3%,0.6%,18.1%,-17.5%[11.3 µM],-81.5*,14.8%,-0.7%
CCOc1cc(C#N)c(NC(=O)c2cccnc2Cl)cc1OCC,15.3%,i,-17.2%,-7.7%,-0.2%,0.2%,2.7,26.1%,1.2%
Cc1ccc(C(=O)CSc2nnnn2Cc2ccccc2)cc1C,1.1%,?,-0.6%,-7.3%,-2.9%,2.7%,-25.6,-2.4%,5.9%
CC(CNC(=O)C1CCCCC1C(=O)O)c1ccccc1 (stereo unspecified),-0.1%[9.24 µM],i,-6.0%,2.1%,-5.6%,0.3%,0.0,-7.9%,2.0%
CCn1c(C(C)NC(=O)Cc2ccccc2)nc2ccccc21 (stereo unspecified),1.1%,i,-20.5%,-6.7%,2.5%,-10.0%,0.0,-5.1%,-13.1%
CCOc1nc(Nc2ccc([N+](=O)[O-])cc2)nc(NC(C)(C)C)n1,7.3%,·,-26.8%,-5.8%,21.5%,-9.4%,-26.0,12.2%,10.4%
CCOC(=O)CSc1nnc(-c2ccccc2NC(=O)c2ccccc2)o1,11.5%,i,3.8%,-2.3%,18.3%,-13.3%,21.1,-2.7%[9.24 µM],13.8%

# Random draw from the library; about 8.9% have a hit in one of these screens.
